# High-throughput results deposited in PubChem by several laboratories.
# NADH enzymes: inhibitors of enzymes used to reach an NAD/NADH endpoint; coupled PK/LDH NADH assays, four targets; IC50, µM (doses to about 10 µM), for the others: top-dose inhibition; 0.02% of 65,000 active; AID 774;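 active = single-dose screening hits from any of four coupled enzyme assays that gave an IC50 when retested across doses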;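 also: the DPM-DC format reads NADH fluorescence rather than 340 nm absorbance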
# Abs 340nm: compounds absorbing at 340 nm; compound absorbance at 340 nm, fold over control; fold change at 10 µM; 65,000 tested, under 10 active; AID 708;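 active = at 10 µM dose, initial 340 nm absorbance at least 2 fold that of control wells; inactive = change under 2 fold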;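 also: initial absorbance extrapolated from kinetic A340 decline of NADH oxidation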
# PKA kinase inh: PKA (human) kinase inhibition. PKA Kemptide phosphorylation, Kinase-Glo ATP luminescence. inhibition, % at 6 µM. 0.1% of 65,000 active. P17612;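 active = inhibition above the screen-wide mean inhibition plus 3 SD, cut at about 21% in these data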; also: many of its hits are not listed in these tables
# MMP-13 inhibitor: blocks human MMP13 activity; MMP-13 fTHP FRET cleavage, Mca fluorescence; inhibition, % at 4 µM; 0.07% of 65,000 active;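 active = inhibition above the mean of compound-free control plate wells plus 3 SD, cut at about 14% in these data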;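 also: 0% = DMSO wells and 100% = wells with reference MMP-13 inhibitor after basal subtraction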
# Fluor 339 460: intrinsic fluorescence of library compounds, ex339/em460 – biochemical, MLSMR library, data from DPM-DC assay, artefact control, profiling panel; fluorescence fold increase at 10 µM; 5.5% of 65,000 active; compound autofluorescence, ex339/em460 nm, NADH buffer; active compounds read high; 1 = no-compound wells, NADH background; AID 709;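 active = at 10 µM, mean starting fluorescence two-fold or more over control wells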;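 also: signal is the first read of a kinetic run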
# Ecoli tolC: blocks growth of E. coli BW25113 tolC mutant. OD615. AID 573. 2.2% of 65,000 active. growth inhibition, % at 10 µM (by protocol);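 active = growth inhibition at or above a cutoff equal to the mean over every tested compound plus 3 SD, cut at about 60% in these data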;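 also: growth measured after 20 h incubation at 37 °C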
#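 Test system: tolC-deleted E. coli BW25113; medium: LB with kanamycin 50 µg/mL; compound: single-point testing at 10 µM; incubation: 20 h compound exposure of bacteria at 37 °C; signal: OD at 615 nm; evaluation: growth inhibition in percent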
# JNK3 inh: blocks human JNK3 kinase activity. purified JNK3 kinase activity, HTS. inhibition, % at 8 µM. 0.61% of 60,000 active. AID 746; in the data active = inhibition above about 17%;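 also: 0% = DMSO and 100% = reference inhibitor; many of its hits are not listed in these tables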
# Target sequence (P53779 whole entry, looked up): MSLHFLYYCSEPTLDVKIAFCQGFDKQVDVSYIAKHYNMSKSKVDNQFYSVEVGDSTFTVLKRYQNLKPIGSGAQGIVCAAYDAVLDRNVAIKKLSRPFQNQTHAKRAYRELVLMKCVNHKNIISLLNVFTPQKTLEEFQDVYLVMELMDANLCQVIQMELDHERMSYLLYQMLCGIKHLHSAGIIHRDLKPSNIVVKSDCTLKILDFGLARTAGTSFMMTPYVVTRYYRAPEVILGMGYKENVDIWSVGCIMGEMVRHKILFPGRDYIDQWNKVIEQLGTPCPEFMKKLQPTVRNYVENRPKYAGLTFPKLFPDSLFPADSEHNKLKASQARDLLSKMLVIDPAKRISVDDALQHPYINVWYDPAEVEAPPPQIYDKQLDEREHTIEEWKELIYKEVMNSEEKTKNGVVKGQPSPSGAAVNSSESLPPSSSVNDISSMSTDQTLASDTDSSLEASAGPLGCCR
# ROCK2 inh: inhibitors of human Rho kinase 2; AID 604; 0.35% of 60,000 active; O75116; inhibition, % at 6 µM; purified ROCK2, Kinase-Glo ATP depletion luminescence;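 active = inhibition above the screen-wide mean inhibition plus 3 SD, cut at about 18% in these data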;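 also: plate controls were DMSO wells for no effect and Y-27632 control wells after no-enzyme background subtraction for full effect; many of its hits are not listed in these tables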
# HEK293 NFkB inh: inhibitors of the PMA/ionomycin-induced NF-kB reporter in HEK293 cells | AID 465 | inhibition, % at 3 µM | 0.21% of 62,000 active | HEK-293 NF-kB luciferase reporter, luminescence;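 active = inhibition above the mean of all tested compounds plus 3 SD, cut at about 40% in these data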;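 also: 0% = stimulated DMSO wells and 100% = 10 µM reference inhibitor 5653914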
#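 System – HEK-293 cells with stable firefly luciferase reporter driven by four HIV NF-kB elements · Doses – one dose, 3 µM · Schedule – 1 h compound pre-incubation, 16 h PMA/ionomycin at 37 °C · Technique – luminescence from luciferase substrate reagent · Measure – percent inhibition normalized per plate to DMSO and reference-inhibitor controls · Replicates – tested once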
# * marks the source's active call; other numbers are inactive results; / = no result given; [ ] = another dose, or the depositor's remark. Only part of the results is shown, so the mix of outcomes need not match the whole.
# Fields – NADH enzymes	Abs 340nm	PKA kinase inh	MMP-13 inhibitor	Fluor 339 460	Ecoli tolC	JNK3 inh	ROCK2 inh	HEK293 NFkB inh
CCN(CCNC(=O)CCCn1nc(C)n2c(cc3sccc32)c1=O)c1ccccc1
 : 0%	1.1	4	6	1.1	12	5	-5	23
CCN(C(=O)COc1cc(=O)n(C)c2ccccc12)c1cccc(Cl)c1
 : 5%	1	8	-3	1.1	15	-1	8	-3
Cc1cc(NC(=O)COC(=O)CCCOc2ccc(Cl)cc2C)no1
 : 9%	1	10	-1	1	-7	-4	5	10
N#Cc1c(/N=C/c2cccs2)sc2c1CCC2
 : 4%	1	16	3	1.1	-3	-9	9	-7
Cc1ccc(C(=O)O)cc1S(=O)(=O)N1CCOCC1
 : 7%	1	2	0	1.1	-11	-6	1	16
CCOc1ccccc1NC(=O)c1cccc(NC(=O)c2ccco2)c1
 : 5%	1	6	-1	1.1	26	8	6	42*
O=C(NCc1ccc(F)cc1)c1cc(-c2cccs2)on1
 : 4%	0.99	10	3	1.1	-1	1	11	-7
CC(=O)Nc1nc2cc3c(cc2s1)OCO3
 : 10%	1	-5	5	0.97	-11	-4	-2	-19
Cc1ccccc1OCCCCc1c(C)n[nH]c1C
 : 15%	1	10	3	1.1	100*	-5	4	1
COc1ccc(N2CCN(C(=O)c3c(-c4ccccc4)noc3C)CC2)cc1
 : 2%	1	9	-5	0.99	-3	-4	4	7
CCOC(=O)c1cccc(NC(=O)CSc2nnc(-c3cccnc3)n2C)c1
 : 6%	0.99	5	0	1.1	/	6	1	6
CCOC(=O)CC(=O)CSc1nc(N)c(C#N)c(-c2ccc(Cl)cc2)c1C#N
 : 3%	1.1	0	0	1.2	9	3	0	/
CCn1c(NC(=O)c2ccco2)c(-c2ccccc2Cl)c(=O)c2ccccc21
 : 10%	1.1	0	2	1.1	2	-2	-4	14
CN(C)CCCNC(=O)Cc1ccc(Br)cc1
 : 5%	1	6	-7	1.1	-24	1	0	-6
CCn1cc(C(=O)NCCC2=CCCCC2)c(=O)c2cc(S(=O)(=O)N(C)C)ccc21
 : 1%	1	3	-1	0.99	-2	-1	5	1
Cc1ccc(NS(=O)(=O)c2ccc(C(=O)N3CCCN(C)CC3)cc2)cc1
 : 0%	1	11	2	1.1	-6	1	4	10
CN(C(=O)COc1cc(=O)n(C)c2ccccc12)c1cccc(Cl)c1
 : 3%	1.1	-6	6	1.1	11	6	1	8
CC(C)c1nnc(NC(=O)CCC(=O)NCc2ccc3c(c2)OCO3)s1
 : 2%	0.99	8	-12	1.1	-13	-2	4	-2
Cc1onc(-c2ccccc2)c1C(=O)NCc1ccc2c(c1)OCO2
 : 6%	1	0	0	1.1	2	6	3	4
Cc1cc(NCCCN2CCOCC2)n2nc(C)c(-c3ccc(F)cc3)c2n1
 : 8%	1.1	3	1	1.6	17	-9	5	8

# Exported as tab-separated lines: 14 of the compounds above.
SMILES	NADH enzymes	Abs 340nm	PKA kinase inh	MMP-13 inhibitor	Fluor 339 460	Ecoli tolC	JNK3 inh	ROCK2 inh	HEK293 NFkB inh
O=C(NCc1ccc(F)cc1)c1cc(-c2cccs2)on1	4%	0.99	10	3	1.1	-1	1	11	-7
CC(=O)Nc1nc2cc3c(cc2s1)OCO3	10%	1	-5	5	0.97	-11	-4	-2	-19
Cc1ccccc1OCCCCc1c(C)n[nH]c1C	15%	1	10	3	1.1	100*	-5	4	1
COc1ccc(N2CCN(C(=O)c3c(-c4ccccc4)noc3C)CC2)cc1	2%	1	9	-5	0.99	-3	-4	4	7
CCOC(=O)c1cccc(NC(=O)CSc2nnc(-c3cccnc3)n2C)c1	6%	0.99	5	0	1.1	/	6	1	6
CCOC(=O)CC(=O)CSc1nc(N)c(C#N)c(-c2ccc(Cl)cc2)c1C#N	3%	1.1	0	0	1.2	9	3	0	/
CCn1c(NC(=O)c2ccco2)c(-c2ccccc2Cl)c(=O)c2ccccc21	10%	1.1	0	2	1.1	2	-2	-4	14
CN(C)CCCNC(=O)Cc1ccc(Br)cc1	5%	1	6	-7	1.1	-24	1	0	-6
CCn1cc(C(=O)NCCC2=CCCCC2)c(=O)c2cc(S(=O)(=O)N(C)C)ccc21	1%	1	3	-1	0.99	-2	-1	5	1
Cc1ccc(NS(=O)(=O)c2ccc(C(=O)N3CCCN(C)CC3)cc2)cc1	0%	1	11	2	1.1	-6	1	4	10
CN(C(=O)COc1cc(=O)n(C)c2ccccc12)c1cccc(Cl)c1	3%	1.1	-6	6	1.1	11	6	1	8
CC(C)c1nnc(NC(=O)CCC(=O)NCc2ccc3c(c2)OCO3)s1	2%	0.99	8	-12	1.1	-13	-2	4	-2
Cc1onc(-c2ccccc2)c1C(=O)NCc1ccc2c(c1)OCO2	6%	1	0	0	1.1	2	6	3	4
Cc1cc(NCCCN2CCOCC2)n2nc(C)c(-c3ccc(F)cc3)c2n1	8%	1.1	3	1	1.6	17	-9	5	8

# Going on with the list:
# Fields – NADH enzymes	Abs 340nm	PKA kinase inh	MMP-13 inhibitor	Fluor 339 460	Ecoli tolC	JNK3 inh	ROCK2 inh	HEK293 NFkB inh
Cc1noc(C)c1C(=O)N1CCc2ccccc2C1
 : 5%	1	9	4	1.1	-7	-1	6	5
OC(c1ccccc1)C1CN(Cc2ccccc2)CCC1(O)c1ccccc1 (stereo unspecified)
 : 2%	1	6	-1	1.1	35	3	5	8
Cc1occc1C(=O)Nc1ccc(S(=O)(=O)N2CCN(C)CC2)cc1
 : 2%	1	-1	1	0.99	-4	-4	-4	2
COc1ccc(S(=O)(=O)N2CCCN(CC(=O)Nc3ccc(OC)c(Cl)c3)CC2)cc1
 : 0%	1	5	4	1.1	32	-6	1	2
CC1CCN(C(=O)CSc2nnc(CNC(=O)c3ccco3)o2)CC1
 : 4%	1	2	1	1.1	-25	/	/	14
Cc1cccc(NC(=O)C2CCCN2C(=O)OCC(C)C)c1 (stereo unspecified)
 : 2%	1	14	1	1.1	-7	-1	-1	9
Cc1ccc(S(=O)(=O)N2CCOCC2)cc1C(=O)N1C(=O)c2cccc(N)c2C1=O
 : 4%	1	14	2	1.4	-7	1	11	8
Cc1c(C(=O)OCC(C)C)[nH]c2c1C(=O)CC(c1ccco1)C2 (stereo unspecified)
 : 1%	0.99	8	4	1	50	0	0	36
O=C(NCCCc1ccccc1)c1ccc(Br)o1
 : 6%	1	9	-2	1.1	30	0	10	4
COC(=O)C1=C(C)N(c2ccc(C(=O)OC)cc2)C(=O)C1
 : 1%	0.99	2	-3	1.1	-10	2	-3	3
Cc1ccc(N2C(=O)C3C4C=CC(C4)C3C2=O)cc1 (stereo unspecified)
 : 1%	1	14	7	1.1	-10	5	2	-3
CC(C)OC(=O)C1C(=O)CC(C)(O)C(C(=O)OC(C)C)C1c1cccnc1 (stereo unspecified)
 : 9%	1	11	4	1.1	-8	-1	5	6
Cc1sc2nc(SCC(=O)N3CCCC3)[nH]c(=O)c2c1C
 : 1%	1.1	2	-2	1.1	5	9	7	13
CCCCCNC(=O)CCCCn1c(=O)[nH]c2cc(OCC)c(OCC)cc2c1=O
 : 5%	1	12	-1	2.1*	-4	3	2	24
O=C(c1ccccc1)N1CCN(Cc2c[nH]c3ccccc23)CC1
 : 8%	1	9	-2	1.1	3	1	1	0
Cn1nnc(NC(=O)c2ccc(C(C)(C)C)cc2)n1
 : 3%	1	2	3	1.1	-5	-2	0	9
CC1(C)CC(=O)c2c(Cc3ccccc3)n[nH]c2C1
 : 0%	1	9	-9	1.1	2	0	4	-2
Cc1cccc(NC(=O)CCCCCN2C(=O)c3ccccc3C2=O)n1
 : 2%	1	11	2	1.1	3	4	10	3
COc1ccc(NC(=O)C2CCN(C(=O)c3ccccc3)CC2)c(OC)c1
 : 9%	1	-11	-6	1.1	9	-4	-4	-1
COc1ccc(-c2cc(C(=O)N3CCCc4ccccc43)no2)cc1
 : 4%	0.99	-2	4	1.1	63*	-5	-2	2
CCOC(=O)C1=C(CSc2nc(C)ccc2C#N)OC(N)=C(C#N)C1c1cccc(OC)c1OC (stereo unspecified)
 : 8%	1	8	0	1.4	26	-1	5	-2
COc1ccc(OC)c(NC(=O)CSc2nnc(CNc3ccc(F)cc3)o2)c1
 : 5%	1	-3	3	1.2	4	4	-2	3
O=C(NCc1ccco1)c1ccc(Cl)c(S(=O)(=O)N2CCOCC2)c1
 : 2%	1	6	2	1.1	-20	3	6	13
Cc1sc2ncn3ncnc3c2c1C
 : 2%	1	7	-1	1.1	7	7	2	8
CCc1nnc(NC(=O)c2c(O)c3cccc4c3n(c2=O)CC4)s1
 : 4%	1	9	0	1.5	20	-5	6	13
CCOCCCNC(=O)C(NC(=O)CNC(C)=O)c1ccc(Cl)cc1 (stereo unspecified)
 : 10%	1	8	7	1.1	11	/	/	-10
CCOC(=O)NC(Nc1ccc(S(N)(=O)=O)cc1)(C(=O)OCC)C(F)(F)F (stereo unspecified)
 : 4%	1	3	-4	1.1	-6	-4	3	4
O=C(O)c1ccc(CN2C(=O)CSC2=S)cc1
 : 4%	0.96	4	-2	1.1	-2	-4	-2	9
CC1(C)CC(N(Cc2cccs2)C(=O)c2ccco2)CCO1 (stereo unspecified)
 : 4%	1	5	6	1.1	-14	-3	-1	11
CSc1nnnn1-c1ccc(C(=O)OCC(=O)N2CCOCC2)cc1
 : 4%	1	1	0	1.1	-23	-3	-10	12
CC(=O)Oc1cc(OC(C)=O)c2c(C)cc(=O)oc2c1
 : 0%[fluoresces]	1.1	7	-417[fluorescence artefact?]	2.2*	11	4	8	10
CC(=O)COc1cc(C)cc2oc(=O)c(C)c(C)c12
 : 10%[fluoresces]	1.1	2	-116[fluorescence artefact?]	3.9*	-7	-12	-4	20
O=c1[nH]cnc2cc(Cl)ccc12
 : 7%	1	14	-6	1.1	-2	6	18*	16
CCCn1cc(SCC(=O)NCc2ccco2)c2ccccc21
 : 2%	0.99	-5	0	1.1	8	/	/	15
CCOc1cccc(NC(=O)c2ccc(S(=O)(=O)N(C)C)cc2)c1
 : 0%	1.1	0	4	1.1	14	3	-7	-4
O=C(Nc1ccc2c(c1)OCCO2)c1ccc2nccnc2c1
 : 7%	1	-4	6	1.1	-26	-2	0	-8
Cc1ccc(C)c(OCc2nnc(NC(=O)c3ccco3)s2)c1
 : 1%	1.1	3	-2	1	8	-1	2	/
Cc1cccc(N2CCN(C(c3cccs3)c3nnnn3C(C)(C)C)CC2)c1C (stereo unspecified)
 : 4%	1	5	2	1.1	36	/	/	-2
